PfHsp40 yeast = rescue of PfHsp40-mediated yeast toxicity | S. cerevisiae expressing PfHsp40, growth rescue, ATP luminescence | growth rescue, % at 12.5 µM | 0.68% of 340,000 active; in the data active = growth rescue above about 28%, passing the limit was not always enough; inconclusive = no clear call, values can overlap the other calls;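 note: yeast W303a lacking pdr1 and pdr3 grown in galactose medium; growth measured after three days at 30 °C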
3CLpro inhibitor = SARS-CoV 3CLpro protease inhibition | P0C6X7 | AID 1706 | 0.14% of 290,000 active | inhibition, % at 6 µM | recombinant SARS-CoV 3CLpro, quenched FRET peptide cleavage; in the data active = inhibition above about 12%
PriA SSB inh = inhibitors of Klebsiella pneumoniae PriA binding to SSB C-terminal tail; 0.6% of 430,000 active; inhibition, % at 33 µM; AlphaScreen SSBct-PriA binding, biotinylated peptide; in the data active = inhibition mostly above about 37%, no sharp cut-off; inactive = mostly below about 20%;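 note: plate controls were negative control peptide for no effect and reference peptide for full effect; strong numbers were not always called active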
Yp Topo-I inh = Y. pestis Topo-I inhibition via cleavage products. activity, % at 10 µM. 0.064% of 360,000 active. Y. pestis Topo-I cleavage product accumulation, plate reader; in the data active = activity above about 50%, passing the limit was not always enough; inconclusive = no clear call, values can overlap the other calls; note: inactives centre near 2
BoNT A protease = BoNT A light chain protease inhibition | multiplex microsphere protease substrate cleavage, flow cytometry | inhibition, % at 10 µM | 0.17% of 360,000 active | AID 588499; note: plate controls were buffer without enzyme for full effect and enzyme alone for no effect
Anthrax LF prot = blocks Bacillus anthracis lethal factor protease. 0.12% of 360,000 active. P15917. multiplex microsphere protease cleavage assay, LF. AID 588501. inhibition, % at 10 µM; note: plate controls were buffer without enzyme for full effect and enzyme alone for no effect
Target sequence (P15917 whole entry, looked up): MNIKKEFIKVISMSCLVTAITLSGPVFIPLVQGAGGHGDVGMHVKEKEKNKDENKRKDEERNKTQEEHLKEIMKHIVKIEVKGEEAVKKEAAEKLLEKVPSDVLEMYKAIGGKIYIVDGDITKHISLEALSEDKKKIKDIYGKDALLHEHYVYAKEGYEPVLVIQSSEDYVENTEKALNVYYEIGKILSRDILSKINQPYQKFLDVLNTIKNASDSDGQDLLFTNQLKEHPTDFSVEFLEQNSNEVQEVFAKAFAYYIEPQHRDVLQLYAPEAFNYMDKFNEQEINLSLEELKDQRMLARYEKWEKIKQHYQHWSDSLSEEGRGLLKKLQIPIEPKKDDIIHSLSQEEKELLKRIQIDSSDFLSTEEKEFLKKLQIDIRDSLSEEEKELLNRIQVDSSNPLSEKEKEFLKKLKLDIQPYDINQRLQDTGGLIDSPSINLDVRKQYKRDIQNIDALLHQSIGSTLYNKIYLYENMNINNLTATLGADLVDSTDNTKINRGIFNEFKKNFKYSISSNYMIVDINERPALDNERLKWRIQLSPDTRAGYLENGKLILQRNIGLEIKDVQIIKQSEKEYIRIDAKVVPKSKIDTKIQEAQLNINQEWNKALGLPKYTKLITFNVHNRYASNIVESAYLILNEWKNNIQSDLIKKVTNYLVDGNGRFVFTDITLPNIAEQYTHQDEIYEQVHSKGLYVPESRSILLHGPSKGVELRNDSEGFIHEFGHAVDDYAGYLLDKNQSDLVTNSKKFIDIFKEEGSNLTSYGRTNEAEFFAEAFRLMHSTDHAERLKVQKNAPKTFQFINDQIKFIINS
TcdB GH inh = inhibitors of Clostridioides difficile toxin B glycohydrolase; P18177; TcdB glycohydrolase enzymatic assay, plate reader; inhibition, % at 9.99 µM; 0.24% of 350,000 active; in the data active = inhibition above about 10%
PrPC TRFRET = cell surface PrPC inhibition, primary TR-FRET screen. P04156. TR-FRET read-out. inhibition, % at 13.8 µM. 0.43% of 370,000 active; in the data active = inhibition above about 24%; note: 0% = median of the test wells and 100% = reference compound wells
Vc quorum ag = induces V. cholerae light production without autoinducers; activation, % at 18.7 µM; AID 588436; 0.16% of 350,000 active; V. cholerae BH1578 lux reporter, luminescence, 6 h; in the data active = activation mostly above about 9.7%, no sharp cut-off; inconclusive = no clear call, values can overlap the other calls; inactive = mostly below about 3.7%; note: not every result past the cut was called active; inactives centre near 0; reference of the scale not given here
The depositor's hits bear a star; i = inactive; ? = inconclusive; nt = no result given; & = joins results of further samples. Cut-off read from the data, not from the text of the source, unless noted: active = inhibition above about 30%; inconclusive = no clear call, values can overlap the other calls; inactive = below that. An excerpt; the hit share may differ from the screen's.

nr | Structure | Anthrax LF prot | TcdB GH inh | PriA SSB inh | Yp Topo-I inh | PfHsp40 yeast | PrPC TRFRET | Vc quorum ag | BoNT A protease | 3CLpro inhibitor
1 | Cc1cc(NC(=O)COC(=O)Cn2c(C)csc2=O)ccc1Br | -1.1 | 1.2 | -4.0 | -6.3 | -0.6 | -3.3 | i | -1.2 | -3.7
2 | CS(=O)(=O)N(CC(=O)N1CCN(Cc2ccc3c(c2)OCO3)CC1)c1ccc2c(c1)OCO2 | -3.4 | nt | 0.6 | 9.4 | -1.3 | -6.3 | 1.8 | 0.6 | -8.0
3 | COCCNC(=O)c1cccc(OC2CCN(Cc3ccccc3OCCO)CC2)c1 | 15.6 | nt | 8.1 | -2.6 | -0.8 | nt | -0.1 | 1.5 | -1.8
4 | Cc1c(C(c2cccc([N+](=O)[O-])c2O)c2c(C)n(C)n(-c3ccccc3)c2=O)c(=O)n(-c2ccccc2)n1C | -2.8 | nt | -9.9 | -6.9 | -1.0 | -4.6 | -1.4 | -0.3 | -1.9
5 | N#Cc1nc(-c2ccccc2)oc1N1CCCCC1 | -5.3 | 0.0 | 3.2 | 1.2 | 0.4 | nt | -0.4 | -1.1 | -3.2
6 | Cc1nc2c(cnn2CCO)c(=O)[nH]1 | -0.5 | 0.1 | -5.1 | -7.5 | -0.3 | -1.2 | -0.4 | -0.3 | nt
7 | C=CC[N+](C)(C)CCN1C(=O)C2C(c3ccccc3)C=CC(c3ccccc3)C2C1=O (stereo not drawn) | 2.5 | 0.8 | -12.0 | -3.5 | -0.1 | -2.7 | -0.7 | -0.7 | 6.6
8 | CCOc1ccc2[nH]c(=O)c(CN(CCO)C(=O)c3ccc(Br)cc3)cc2c1 | -0.6 | nt | -27.6 | 6.3 | 1.2 | -4.2 | 0.7 | -0.9 | -0.1
9 | Cc1ccc(OC(=O)Cn2c(C(F)(F)F)nc3ccccc32)cc1 | -0.8 | nt | -9.7 | 0.2 | 0.4 | 8.3 | -0.5 | 1.3 | 3.8
10 | CSc1ccccc1NC(=O)C1CCCO1 (stereo not drawn) | 0.8 | -0.6 | -7.9 | 5.2 | 1.7 | 11.3 | i | 1.9 | nt
11 | Cc1ccc(Cn2c(C3CCCN3c3nc(-c4ccc(F)cc4)cs3)nc3cc(Cl)c(Cl)cc32)cc1 (stereo not drawn) | -1.2 | 1.0 | -8.8 | -3.4 | -0.1 | 5.3 | i | -0.3 | nt
12 | O=C(Nc1ccc2ccccc2n1)c1ccccc1Cl | 1.8 | 1.5 | -7.8 | -0.6 | 0.0 | 2.2 | 0.7 | -0.7 | 5.5
13 | Cc1ccc(S(=O)(=O)N2CCC(=O)N(CCOCc3cccc(Cl)c3)CC2)cc1 | 9.6 | nt | -22.3 | 34.6 | 2.2 | -0.5 | i | 0.1 | -1.2
14 | COCC(=O)N(Cc1cc2ccc(C)cc2[nH]c1=O)c1ccc(OC)cc1 | -1.7 | nt | -27.1 | -11.4 | 0.3 | -4.2 | -1.2 | ? | 0.2
15 | CC1CSc2nnc(CCc3ccccc3)n21 (stereo not drawn) | 3.1 | 1.1 | -7.6 | 6.6 | -0.6 | -0.9 | -0.2 | 0.1 | 7.2
16 | CN(c1ccc(O)cc1)c1ccc([N+](=O)[O-])c2nonc12 | -6.5 | 7.2 | nt | -1.9 | nt | -79.0 | i | -0.4 | nt
17 | CCC(=O)Nc1cccc(C2=NOC3(C2)C[C@H](C(N)=O)N(C(=O)CC#N)C3)c1 (stereo partly drawn) | -12.7 | -0.4 | -0.6 | -2.7 | 4.6 | -6.5 | i | -0.2 | nt
18 | CCCCSc1nc2[nH]ncc2c(=O)[nH]1 | -1.0 | 0.1 | 4.3 | 2.5 | -0.2 | -3.1 | -0.4 | -0.8 | -6.6
19 | O=C(NC1CCOc2ccccc21)c1ccc(=O)[nH]c1 (stereo not drawn) | 4.9 | 0.4 | -5.5 | 6.4 | -2.3 | -5.6 | -5.6 | -1.6 | 2.0
20 | O=C(CN(C(=O)c1csnn1)c1cccc2c1CCCC2)NC1CCCC1 | 6.3 | 0.9 | -10.0 | 13.4 | -1.4 | -6.1 | -0.6 | -0.1 | -1.9

One compound at a time (already shown). Values in the order: Anthrax LF prot | TcdB GH inh | PriA SSB inh | Yp Topo-I inh | PfHsp40 yeast | PrPC TRFRET | Vc quorum ag | BoNT A protease | 3CLpro inhibitor
CCC(=O)Nc1cccc(C2=NOC3(C2)C[C@H](C(N)=O)N(C(=O)CC#N)C3)c1 (stereo partly drawn) is entered as -12.7 | -0.4 | -0.6 | -2.7 | 4.6 | -6.5 | i | -0.2 | nt
O=C(CN(C(=O)c1csnn1)c1cccc2c1CCCC2)NC1CCCC1 is entered as 6.3 | 0.9 | -10.0 | 13.4 | -1.4 | -6.1 | -0.6 | -0.1 | -1.9
COCC(=O)N(Cc1cc2ccc(C)cc2[nH]c1=O)c1ccc(OC)cc1 is entered as -1.7 | nt | -27.1 | -11.4 | 0.3 | -4.2 | -1.2 | ? | 0.2

(list continues)
nr | Structure | Anthrax LF prot | TcdB GH inh | PriA SSB inh | Yp Topo-I inh | PfHsp40 yeast | PrPC TRFRET | Vc quorum ag | BoNT A protease | 3CLpro inhibitor
21 | CN1CCN(C(=S)Nc2ccccc2Cl)CC1 | -2.6 | nt | -8.1 | -0.8 | 0.0 | 1.1 | -3.0 | -0.8 | -1.5
22 | COc1ccc([N+](=O)[O-])cc1N(CC(O)CN(CC(C)C)CC(C)C)S(=O)(=O)c1ccc(C)cc1 (stereo not drawn) | 17.1 | 0.8 | 7.9 | 1.7 | -1.4 | 0.9 | -1.0 | 0.5 | -4.2
23 | COc1ccc(C(=O)NNC(=O)CSc2nnc(-c3ccc(O)cc3)n2C)cc1 | -2.8 | 1.7 | -17.4 | 0.7 | -1.6 | -5.1 | -0.3 | -0.3 | 2.6
24 | CCCCn1c(N)c(N(CCOC)C(=O)CSCc2ccccc2C)c(=O)[nH]c1=O | 2.6 | 0.6 | -4.9 | -7.8 | -1.5 | 2.2 | -5.6 | 0.9 | nt
25 | O=C(Nc1cccc(NS(=O)(=O)c2ccc(S(=O)(=O)NC3CC3)cc2)c1)c1ccccn1 | 3.1 | nt | -2.4 | -7.6 | 1.7 | 7.4 | 1.6 | -0.4 | 1.5
26 | COc1ccc(S(=O)(=O)N(CC(=O)NC2CC2)c2ccc(C)cc2)cc1OC | 0.3 | nt | -10.9 | -5.7 | 1.1 | 6.6 | nt | -0.6 | -7.2
27 | O=C(NCCc1ccc2c(c1)OCCO2)c1ccc([N+](=O)[O-])cc1Cl | -5.9 | -1.6 | -6.4 | 0.8 | -0.9 | -16.8 | -0.4 | 1.0 | 0.1
28 | CCN(CC)c1cc(C)c2cc(NC(=O)CNC(C)=O)ccc2n1 | 3.0 | nt | -0.3 | -2.6 | 0.0 | -5.9 | i | 1.0 | 2.0
29 | Cc1cccc(Cn2cc(SCC(=O)Nc3nccs3)c3ccccc32)c1 | -2.9 | -0.1 | -9.5 | 7.6 | -2.3 | 0.1 | -1.1 | -0.7 | -3.4
30 | CCN1C(=O)N(S(=O)(=O)C(F)(F)F)[C@@H](c2ccccc2)C(C(=O)OC)=C1C | -5.3 | 1.5 | -8.4 | 2.0 | 1.3 | -3.8 | -1.0 | -0.9 | nt
31 | CCCCN(C(=O)NC(=O)Nc1ccccc1C)S(C)(=O)=O | 7.3 | nt | -15.3 | 6.7 | -1.3 | 5.5 | 0.4 | -0.3 | 0.6
32 | COc1ccc(C(=O)NCC[N+](C)(C)C)cc1 | 3.6 | -8.9 | nt | nt | nt | 3.7 | nt | 0.3 | nt
33 | CC(=O)Nc1ccc(OCC(=O)N2CCC(Cc3ccccc3)CC2)cc1 | 4.4 | 1.9 | -3.4 | 12.3 | -0.2 | 11.4 | i | 0.0 | -0.6
34 | O=C(O)c1cc(NC(=O)c2ccc(Br)cc2)cc(NC(=O)c2ccc(Br)cc2)c1 | -6.9 | -0.1 | 0.0 | -4.1 | -0.7 | 5.3 | i | -0.9 | 7.3
35 | O=C(O)COc1ccc(/C=C/c2nc3ccc([N+](=O)[O-])cc3s2)cc1 | -8.3 | 0.7 | -1.3 | -8.2 | -1.5 | -1.4 | i | 0.7 | 0.0
36 | COC(=O)C1C(c2ccc(Br)cc2)Nc2nnc(C(F)(F)F)n2C1(C)O (stereo not drawn) | 5.3 | 0.7 | -0.5 | 19.5 | 0.5 | -0.4 | -0.5 | -0.7 | 0.5
37 | COCCn1c(SCC(=O)N(C(C)C)C(C)C)nnc1-c1cc2ccccc2cc1O | -2.9 | nt | 1.2 | 12.4 | -0.5 | 2.0 | -1.7 | ? | -2.0
38 | CCOC(=O)N1CCC(NC(=O)c2cc3c(-c4cccc(OC)c4)nn(C)c3s2)CC1 | -2.5 | nt | -0.1 | -6.4 | -0.4 | -5.1 | -0.2 | 0.1 | -1.9
39 | C=CCn1c(=O)n2ncnc2c2c3c(sc21)CCCC3 | -0.7 | 1.1 | -2.7 | 1.8 | 0.6 | nt | -0.3 | 0.0 | -2.6
40 | O=C(CSc1n[nH]c(-c2ccc(Br)cc2)n1)NC1CCCC1 | -2.4 | 0.1 | 0.8 | 12.5 | -1.1 | 2.9 | i | 0.0 | nt
41 | O=C(CSc1nc2ccccc2s1)N/N=C/c1cc([N+](=O)[O-])ccc1O | -5.7 | -0.2 | nt | -0.5 | 189.9* | 6.1 | i | -1.2 | -1.2
42 | NC(=S)NNC(=O)c1ccccc1Cl | -5.9 | 0.6 | -2.8 | 0.6 | 0.4 | -3.1 | -0.4 | -1.2 | 1.7
43 | COCCCn1c(-c2ccc(S(=O)(=O)N3CCOCC3)cc2)csc1=Nc1ccccc1 | -1.6 | nt | 34.7 | 43.6 | -0.1 | -5.8 | -0.6 | -0.3 | -2.4
44 | COc1ccc(Cl)cc1S(=O)(=O)N1CCN(C(=O)c2cc(OC)c(OC)c(OC)c2)CC1 | 1.5 | nt | -9.6 | 0.4 | -0.5 | -4.3 | -2.2 | 0.6 | 2.2
45 | O=C(CN1CCN(c2ccc(F)cc2)CC1)Nc1ccccc1[N+](=O)[O-] | -4.9 | 0.4 | -7.2 | 2.3 | 8.5 | -3.2 | i | -0.3 | 2.2
46 | O=C1NC(c2ccncc2)Nc2ccccc21 (stereo not drawn) | 0.1 | nt | -8.0 | -2.0 | 1.0 | -3.9 | 0.5 | 0.5 | 3.4
47 | O=C(OCN1C(=O)c2ccccc2C1=O)c1cccs1 | -0.1 | nt | 4.0&-20.9 | 1.3 | 0.0 | 4.0 | i | 0.3 | 4.6
48 | O=C(c1ccc(N2CCN(S(=O)(=O)c3ccccc3)CC2)c([N+](=O)[O-])c1)N1CCOCC1 | -1.4 | 0.7 | 4.8 | -9.2 | -0.8 | -27.2 | -0.4 | -0.9 | -1.1
49 | C/C(=N\NC(=O)c1ccc(N/N=C(\C)c2ccncc2)cc1)c1ccncc1 | -3.1 | 1.3 | nt | -5.5 | 0.4 | -18.3 | i | -0.6 | -0.3
50 | O=C(CCCc1c[nH]c2ccccc12)Nc1ccc(S(=O)(=O)Nc2ncccn2)cc1 | -6.4 | 0.5 | -4.5 | -3.6 | 0.4 | -4.2 | i | -0.1 | -2.5
51 | COc1cccc(/C=N/Nc2nc3ccccc3n3cnnc23)c1 | -1.1 | nt | nt | 4.2 | -0.9 | -8.0 | 1.4 | -0.4 | 4.0
52 | CC1(C(=O)NC2CCCC2)CCC(=O)N1C1CCN(Cc2ccccc2)CC1 (stereo not drawn) | 0.8 | 0.6 | nt | nt | nt | -7.2 | nt | -0.6 | nt
53 | CCOC(=O)C1(CCc2ccccc2)CCN(C(=O)c2cc(C)nc(C)n2)CC1 | -3.7 | -0.1 | -8.8 | 12.1 | -0.3 | -8.6 | -0.7 | -0.7 | 3.6
54 | COc1ccc([N+](=O)[O-])cc1NC1CCCCC1 | 3.8 | nt | -88.9 | 12.8 | 0.3 | -4.1 | i | 1.9 | 5.1
55 | COc1ccc(OC)c(NC(=O)C2CC(=O)n3ncnc3N2)c1 (stereo not drawn) | -9.5 | nt | -11.9 | 10.7 | -0.2 | 2.7 | -0.4 | -1.1 | 0.9
56 | Nc1cc(Oc2cccnc2)cc([N+](=O)[O-])c1 | -7.9 | 2.3 | 2.5 | 5.9 | 1.6 | -12.7 | -0.5 | -0.2 | 7.4
